Assay outcomes as filed in PubChem.
GlmU inhibition: inhibition of mycobacterial GlmU enzyme – biochemical, glucosamine-1-phosphate acetyltransferase (AID 1376); inhibition, %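 (tested at 30 µM in the primary screen)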, or IC50 in µM where a hit was titrated; M. tuberculosis GlmU acetyltransferase enzyme assay; higher % means a stronger effect; hit rate 0.25% among 220,000; in the data active means inhibition above about 13%;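 further: 0% = complete reaction with vehicle and 100% = reaction without substrate; strong numbers were not always called active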
Mtb RmlCD inh: inhibitors of Mycobacterium tuberculosis RmlC and RmlD coupled enzymes. RmlC+RmlD coupled enzyme assay, percent inhibition; primary screen in compound mixtures. inhibition, % at 3.6 µM. hit rate 0.03% among 160,000. AID 1533; in the data active means inhibition mostly above about 34%, no sharp cut-off; further: some results filed as inactive read as strong as hits
Target sequence (P9WH09 whole entry, looked up): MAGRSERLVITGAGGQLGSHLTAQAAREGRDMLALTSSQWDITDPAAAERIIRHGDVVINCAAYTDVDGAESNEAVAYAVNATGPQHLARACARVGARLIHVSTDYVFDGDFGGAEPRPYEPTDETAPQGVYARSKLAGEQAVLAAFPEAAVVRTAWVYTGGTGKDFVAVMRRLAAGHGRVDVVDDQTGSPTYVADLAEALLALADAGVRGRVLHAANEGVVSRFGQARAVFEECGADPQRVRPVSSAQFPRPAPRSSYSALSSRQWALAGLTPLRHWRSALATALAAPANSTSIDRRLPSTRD
Target sequence (P9WH11 whole entry, looked up): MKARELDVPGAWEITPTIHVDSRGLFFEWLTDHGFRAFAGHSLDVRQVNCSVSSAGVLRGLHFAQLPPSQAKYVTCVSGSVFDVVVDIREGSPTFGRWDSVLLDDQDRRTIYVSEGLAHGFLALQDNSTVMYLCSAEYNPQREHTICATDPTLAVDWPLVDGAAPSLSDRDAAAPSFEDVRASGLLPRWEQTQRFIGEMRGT
Active calls of the source: *; · = not tested or not shown. These rows are one share of the data; the hit share may differ from the screen's.

smiles	GlmU inhibition	Mtb RmlCD inh
CCC(C)NC(=O)C1CCN(S(=O)(=O)c2cccc3cccnc23)CC1 (stereo not drawn)	5.9%	3
COc1cc(C(C(=O)NC2CCCCC2)N(C(=O)Cc2c[nH]c3ccccc23)c2ccccc2C)cc(OC)c1OC (stereo not drawn)	2.0%	4
CSc1ccc(/C=C(/NC(=O)c2ccc(C)cc2)C(=O)Nc2cccc(F)c2)cc1	-4.5%	-5
CCCCOc1ccc(-c2ncc(Cl)cn2)cc1	9.2%	-8
Cc1cc(S(=O)(=O)NCc2ccccc2)ccc1OCC(=O)N1CCOCC1	0.4%	8
CC(C)S(=O)(=O)c1nsc2nc(=O)c(/C=C3\C=Nc4ccccc43)c(N)n12	15%*	7
O=C(c1ccc(Cn2cc(Br)cn2)cc1)N1CCN(c2ccccc2)CC1	-4.5%	81
N#CCCCSc1nnc(-c2ccccn2)o1	-1.1%	7
O=C(O)CC1S/C(=N\N=C2CCCCCC2)N(c2ccccc2)C1=O (stereo not drawn)	1.2%	-6
CCN1CCN(S(=O)(=O)c2ccc(Cl)c(C(=O)NC(C)(C)C)c2)CC1	-1.5%	-12
Cc1cccc(Cc2cnc(N3C(=N)SC(C)C3=O)s2)c1 (stereo not drawn)	-3.6%	-5
Clc1ccc(OCc2nn3c(-c4ccccc4)nnc3s2)c(Cl)c1	5.4%	-1
COc1ccc(C(=O)NCC(=O)OC2CCCCC2=O)cc1 (stereo not drawn)	2.3%	·
COc1cccc(/C=N/N=C(\N)c2nonc2N)c1O	-1.8%	1
COc1ccc(OC)c(S(=O)(=O)NCc2csc(-c3ccccc3)n2)c1	-8.9%	9
CCCS(=O)(=O)N1CCCC(C(=O)NCCCN2CCN(c3cccc(Cl)c3)CC2)C1 (stereo not drawn)	·	-4
CCCC(C)NC(=O)COc1ccc(S(=O)(=O)N2CCCC2)cc1 (stereo not drawn)	1.1%	8
O=C(CCCn1c(=O)[nH]c2cc(Cl)ccc2c1=O)NC1CCCCCC1	-3.2%	0
Cc1cccc(NC(=O)/C(C#N)=C/c2cn(CC(=O)NCc3ccco3)c3ccccc23)c1	6.6%	22
COc1ccc(N2C(=O)CC(N3CCCCC3)C2=O)cc1 (stereo not drawn)	-0.6%	10
O=C(COC(=O)Cc1ccc(S(=O)(=O)N2CCOCC2)s1)NCc1ccc(Cl)cc1	-1.5%	·
COCCCNC(=O)CN(c1ccc(Cl)c(Cl)c1)S(C)(=O)=O	0.7%	7
COc1ccccc1OCCOCCOc1ccc(C)cc1Br	0.0%	·
CN(c1cccc(NC(=O)c2ccc(N(C)S(=O)(=O)c3ccccc3)cc2)c1)S(C)(=O)=O	1.2%	-6
Cc1ccc2c(C(=O)CCl)c(C)[nH]c2c1	0.6%	1
O=C(Cn1cnc2c(nnn2Cc2ccccc2)c1=O)NCC1CCCO1 (stereo not drawn)	-3.0%	·
c1coc(-c2nc3ccccc3nc2-c2ccco2)c1	1.3%	·
O=C(NC1CCCCCCC1)c1ccccc1O	-2.8%	0
CCOc1ccc(CC2CC(=O)NC2=O)cc1 (stereo not drawn)	0.1%	·
CCN1C(=O)NC2=C(C(=O)c3ccccc32)C1c1ccccc1F (stereo not drawn)	0.2%	-4
COc1ccc(CCNc2cc(-c3ccccc3)nc3ncnn23)cc1	·	12
NC(=NC(=O)c1ccc(OCC(F)(F)F)nc1)c1ccccc1	-5.8%	1
CC(=O)N1c2ccccc2NC(=O)C1(C)C	0.3%	-9
Cc1ccc(NC(=O)N(CCCN2CCOCC2)Cc2cccnc2)cc1C	-3.5%	·
COCCN(C(=S)Nc1c(C)cccc1C)C(C)c1cccs1 (stereo not drawn)	-4.1%	2
COc1ccc(Cl)cc1S(=O)(=O)Nc1ccncc1	0.5%	·
CC1CCC2(CC1)NC(=O)N(CC(=O)NC(=O)NC1CCCC1)C2=O (stereo not drawn)	-0.9%	·
COC(C(=O)Nc1ccc(S(=O)(=O)Nc2c(C)cccc2C)cc1)c1ccccc1 (stereo not drawn)	1.9%	6
COc1ccc(-c2nn3c(COc4ccccc4)nnc3s2)cc1OC	7.5%	-1
COc1cc(/C=C2/C(=O)NC(=O)N(c3ccccc3)C2=O)ccc1O	1.1%	-19

Ordered by count of non-hydrogen atoms (largest number first): four of the compounds above
smiles	GlmU inhibition	Mtb RmlCD inh
Cc1ccc(NC(=O)N(CCCN2CCOCC2)Cc2cccnc2)cc1C	-3.5%	·
COc1ccc(-c2nn3c(COc4ccccc4)nnc3s2)cc1OC	7.5%	-1
COc1cc(/C=C2/C(=O)NC(=O)N(c3ccccc3)C2=O)ccc1O	1.1%	-19
COc1ccc(Cl)cc1S(=O)(=O)Nc1ccncc1	0.5%	·

New compounds follow
smiles	GlmU inhibition	Mtb RmlCD inh
O=C(CSc1cccc(C(F)(F)F)c1)Nc1cc(S(=O)(=O)N2CCCC2)ccc1Cl	11%	5
O=C(NCCCCNC(=O)c1c(F)c(F)c(F)c(F)c1F)c1c(F)c(F)c(F)c(F)c1F	1.6%	14
COc1ccc2c(c1)-c1nc(/N=C/c3ccc(O)c(OC)c3)sc1CC2	9.3%	1
CCS(=O)(=O)N1CCCC(C(=O)c2ccc(OC)cc2C)C1 (stereo not drawn)	-2.7%	-9
O=C1CC(N2CCN(c3ccccc3F)CC2)C(=O)N1c1ccc(F)cc1 (stereo not drawn)	1.9%	·
COc1ccccc1C(O)c1nccn1C (stereo not drawn)	7.8%	-8
CN(C)CCN=Cc1c(O)n(Cc2ccc3c(c2)OCO3)c(=S)[nH]c1=O	-1.0%	-7
Nc1ccc(CCc2nc3ccccc3o2)cc1	-1.6%	0
COC(=O)c1cc(C)nc(Sc2ccccc2NC(C)=O)n1	-1.3%	3
CCOc1ccc2[nH]c(=O)c(=O)[nH]c2c1	-4.0%	-6
CC(=O)c1ccc(Sc2ccccc2)c([N+](=O)[O-])c1	1.5%	7
CCOc1ccc(-c2c(=O)n(OCc3ccccn3)c3ccccc3[n+]2[O-])cc1	-2.9%	3
CSc1nc(NCCCO)c2c3c(sc2n1)CN(C)CC3	·	3
CC1=CC(=O)NP(=O)(Oc2ccc3ccccc3c2)N1 (stereo not drawn)	2.0%	-10
Cc1nn(C2CCS(=O)(=O)C2)c(Cl)c1/C=C/C(=O)OCC(=O)Nc1ccc2c(c1)OCO2 (stereo not drawn)	7.0%	-5
CC1CCCN(Cc2c(O)ccc3c2O/C(=C\c2ccco2)C3=O)C1 (stereo not drawn)	6.9%	·

Structures shown so far that contain a CF3 group, in the order listed:
smiles	GlmU inhibition	Mtb RmlCD inh
NC(=NC(=O)c1ccc(OCC(F)(F)F)nc1)c1ccccc1	-5.8%	1
O=C(CSc1cccc(C(F)(F)F)c1)Nc1cc(S(=O)(=O)N2CCCC2)ccc1Cl	11%	5

(list continues)
smiles	GlmU inhibition	Mtb RmlCD inh
CCOC(=O)N=S(=O)(Oc1ccc([N+](=O)[O-])cc1)c1ccccc1 (stereo not drawn)	0.1%	2
COC(=O)c1ccc(C(=O)OC)c(NC(=S)N2CCN(c3ccccc3F)CC2)c1	3.1%	-8
COc1cc(NS(=O)(=O)c2ccc3[nH]c(=O)oc3c2)cc(OC)c1	-7.1%	-6
CCc1ccc(OCCCC(=O)Nc2nnc(C3CCCO3)s2)cc1 (stereo not drawn)	-1.2%	-7
COc1cc(C(=O)OCC(=O)N(C)Cc2ccccc2)cc(OC)c1OC	-1.6%	65
CCOC1=NN(c2ncc(C(F)(F)F)cc2Cl)C(=O)C1	-6.9%	·
OCC1(Cc2ccccc2)CCN(Cc2ccc(C(F)(F)F)cc2)CC1	-1.4%	-3
O=C(Cc1cc(=O)[nH]c(=O)[nH]1)NCC1CCCO1 (stereo not drawn)	3.0%	·
O=S(=O)(c1ccc2nc(SCc3cccc(Cl)c3)[nH]c2c1)N1CCOCC1	-3.2%	3
O=C1OCCN1C(=O)[C@H]1[C@H](c2ccc(Cl)cc2)C(c2cccc(Cl)c2)=NN1c1ccccc1	-5.3%	·
CSc1nc2c(c(-c3ccc(O)cc3)c1C#N)CCC2	2.7%	10
Cc1cccc(CN2CCN(Cc3ccc(Cl)cc3)CC2)c1	0.0%	9
O=C(Nc1ccc2c(c1)OCCO2)C1CCN(S(=O)(=O)c2ccccc2)CC1	-1.7%	9
COc1ccc(C(=O)/C(=C\c2ccco2)N2C=CC=CC2=C(C#N)C#N)cc1	2.0%	·
O=C(O)C1CC=CCC1C(=O)N1CC=C(c2ccccc2)CC1 (stereo not drawn)	-5.8%	-8
CC(=O)OCC(=O)N1N=C(c2ccc3ccccc3c2)CC1c1ccccc1 (stereo not drawn)	-0.7%	·
Cc1ccc(CNC(=O)COC(=O)Cn2nc(C)c([N+](=O)[O-])c2C)cc1	-4.3%	·
CCn1c(SCC(=O)N/N=C/c2cc(OC)c(O)c(OC)c2)nc2ccccc21	-1.5%	-6
Cc1[nH]n(-c2ccccc2)c(=O)c1/C=N/NC(=O)c1cccc([N+](=O)[O-])c1	-0.1%	·
C[C@@H]1CN(C2CCN(Cc3nc(C(c4ccccc4)c4ccccc4)no3)CC2)C[C@H](C)O1	1.1%	-11
NS(=O)(=O)c1ccc(CCn2c(=S)[nH]c3ccccc3c2=O)cc1	3.2%	0
O=C(O)c1ccc(NCCC2=CCCCC2)c([N+](=O)[O-])c1	3.8%	3
Cc1ccccc1N(C)S(=O)(=O)c1ccc2[nH]cc(C(=O)NCC3CCCO3)c(=O)c2c1 (stereo not drawn)	-3.3%	8
COc1cc([N+](=O)[O-])ccc1N	4.6%	1
Cc1ccc(NC(=O)C(C)Sc2nnc(-c3cccnc3)o2)cc1 (stereo not drawn)	1.7%	·
COc1ccc2c(c1)-c1c(ssc1=S)C(C)(C)N2S(=O)(=O)c1ccc(C)cc1	-6.4%	-2
CC(C)(C)NCC(O)c1ccc(O)c(CO)c1 (stereo not drawn)	1.8%	·
CCCCOc1ccc(NC(=O)CSc2cccc3cccnc23)cc1	0.4%	0
COC(CN1CCc2c(C)nc3c(C#N)cnn3c21)OC	3.9%	-3
COc1cc2c(C#N)c(N3CCN(c4ccccc4OC)CC3)nc(N)c2c(N)n1	0.9%	-3
CCn1c(P(C)(=O)O)nc2cc(NC(=O)c3ccccc3Cl)ccc21	-4.2%	7
COc1cc(/C=C2\SC(=O)N(CCNC(=O)c3sc4cc(F)ccc4c3Cl)C2=O)cc(OC)c1OC	8.5%	·
CCOC(=O)c1sc2ncnc(N3CCN(C(=O)OCC)CC3)c2c1C	-1.7%	-2
COc1ccc2c(c1)c1nc3ccccc3nc1n2Cc1ccc(OC(C)C)c(OC)c1	-3.7%	3
O=C(COC(=O)Cc1ccccc1)Nc1ccc(SC(F)F)cc1	0.8%	31
Cc1nn(Cc2ccccc2Cl)c(C)c1NC(=O)NC12CC3CC(CC(C3)C1)C2	-0.8%	·
COc1ccc(C(=O)Nc2ccc(-c3nnn(CC(=O)NCc4ccco4)n3)cc2)cc1	-2.7%	·
CC(C)OCCCNC(=O)CCN1C(=O)COc2ccccc21	-4.0%	·
CCOC(=O)NNC1CC(=O)N(c2ccc(OC)cc2)C1=O (stereo not drawn)	1.3%	-3
CCn1c(SCC(=O)c2ccc(OC)cc2)nnc1C(C)NC(=O)c1ccc(OC)cc1 (stereo not drawn)	0.6%	-7

Quoted from the listing (2 entries):
smiles	GlmU inhibition	Mtb RmlCD inh
CCOC(=O)NNC1CC(=O)N(c2ccc(OC)cc2)C1=O (stereo not drawn)	1.3%	-3
CCn1c(SCC(=O)c2ccc(OC)cc2)nnc1C(C)NC(=O)c1ccc(OC)cc1 (stereo not drawn)	0.6%	-7

(cont.)
smiles	GlmU inhibition	Mtb RmlCD inh
CCn1nnnc1Oc1ccc(Cl)cc1	4.0%	6
COc1ccc(CNC(=O)C(=O)NCC2OCCN2S(=O)(=O)c2ccc3c(c2)OCCO3)cc1 (stereo not drawn)	-2.8%	·
O=S(=O)(c1ccccc1)c1cccc(S(=O)(=O)N2CCCCC2)c1	1.3%	-2
CCOCCCNC(=O)N[C@H](C(=O)OC)C(C)CC (stereo partly drawn)	-3.5%	4
O=C(CN1C(=O)NC2(CCc3ccccc3C2)C1=O)NCc1ccco1 (stereo not drawn)	2.8%	-5
CC(C)C(=O)N1CCN(c2c(Cl)cccc2[N+](=O)[O-])CC1	0.6%	-9
Cn1nc(C(=O)Nc2nc(-c3ccc(F)cc3)cs2)ccc1=O	·	11
COc1ccccc1NS(=O)(=O)c1ccc(O)c(C(=O)OCC(=O)c2ccc(Cl)cc2Cl)c1	-8.7%	12
CCN(C(=O)c1ccc(C(C)(C)C)cc1)c1nnc(Cn2nnc3ccccc32)s1	-3.6%	-6
O=C(O)c1ccc(/C=C2\SC(=Nc3ccccc3)N(c3ccccc3)C2=O)cc1	-1.7%	-12
O=C1COc2ccc(C(=O)COC(=O)CNC(=O)c3ccco3)cc2N1	6.3%	-3
O=C(O)CCCCc1nc2ccccc2s1	5.7%	-7
O=S1(=O)CCN(C(CCO)c2cccc(C(F)(F)F)c2)CC1 (stereo not drawn)	-5.2%	-5
COc1ccc(C(CC(=O)Nc2ccc(Cl)cc2F)NC(=O)C(F)(F)F)cc1 (stereo not drawn)	-0.1%	·
C=CCN(C(=O)CNC(=O)c1cccs1)C(C(=O)NC(C)(C)C)c1ccccc1 (stereo not drawn)	-2.3%	·

Fetched one by one from above (2):
smiles	GlmU inhibition	Mtb RmlCD inh
O=C(O)CCCCc1nc2ccccc2s1	5.7%	-7
CCN(C(=O)c1ccc(C(C)(C)C)cc1)c1nnc(Cn2nnc3ccccc32)s1	-3.6%	-6
